# Screening results as filed in PubChem BioAssay.
# PAFAH1B3 FP inh: blocks human PAF acetylhydrolase 1B catalytic subunit 3; Q15102; recombinant PAFAH1B3, FP-rhodamine probe, fluorescence polarization; inhibition, % at 3.39 µM; hit rate 0.28% among 340,000;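 active means inhibition above the screen-wide average of all tested compounds plus 3 SD, cut at about 25% in these data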;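 further: 0% = enzyme with DMSO only and 100% = wells lacking PAFAH1B3 protein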
# Target sequence (Q15102 whole entry, looked up): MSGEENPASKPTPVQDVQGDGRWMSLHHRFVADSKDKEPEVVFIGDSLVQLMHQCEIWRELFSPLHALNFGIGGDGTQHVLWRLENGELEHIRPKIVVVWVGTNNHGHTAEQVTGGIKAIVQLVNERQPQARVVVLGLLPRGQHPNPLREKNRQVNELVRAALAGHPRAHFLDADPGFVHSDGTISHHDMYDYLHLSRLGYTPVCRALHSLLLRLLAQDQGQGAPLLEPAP
# pPAFAH FP inh: pPAFAH (human) enzyme inhibition; Q13093; recombinant pPAFAH, FP-rhodamine probe fluorescence polarization; inhibition, % at 3.39 µM; hit rate 1.5% among 330,000; AID 463082;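 active means inhibition above the mean inhibition across the screen plus 3 SD, cut at about 25% in these data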;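 further: inhibitors block binding of the rhodamine activity-based probe so polarization drops; 0% = enzyme with DMSO and 100% = wells lacking pPAFAH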
# PAFAH1B2 inh: inhibitors of human PAFAH1B2 | P68402 | recombinant PAFAH1B2, FP-rhodamine activity probe, fluorescence polarization | inhibition, % at 3.39 µM | hit rate 1.2% among 340,000;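 active means inhibition above the mean of all tested compounds plus 3 SD, cut at about 24% in these data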;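 further: 0% = enzyme with DMSO and 100% = wells lacking PAFAH1B2; many of its hits are not listed in these tables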
# Target sequence (P68402 whole entry, looked up): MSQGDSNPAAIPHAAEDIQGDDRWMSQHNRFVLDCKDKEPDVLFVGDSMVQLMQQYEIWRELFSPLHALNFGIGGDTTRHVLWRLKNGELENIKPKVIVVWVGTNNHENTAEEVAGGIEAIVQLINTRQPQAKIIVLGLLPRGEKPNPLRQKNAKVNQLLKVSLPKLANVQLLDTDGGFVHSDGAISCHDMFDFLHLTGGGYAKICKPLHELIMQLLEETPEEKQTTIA
# EBNA-1 inh: blocks EBNA-1 binding to DNA. hit rate 0.34% among 300,000. EBNA-1 DNA binding, fluorescence polarization. AID 1950. inhibition, % at 14.8 µM; in the data active means inhibition above about 28%
# ZTA DNA inh: blocks Epstein-Barr virus ZTA, an EBNA-1 counter-screen; P03206; ZTA-DNA binding, fluorescence polarization; inhibition, % at 11 µM; hit rate 0.15% among 320,000; in the data active means inhibition above about 33%
# Target sequence (P03206 whole entry, looked up): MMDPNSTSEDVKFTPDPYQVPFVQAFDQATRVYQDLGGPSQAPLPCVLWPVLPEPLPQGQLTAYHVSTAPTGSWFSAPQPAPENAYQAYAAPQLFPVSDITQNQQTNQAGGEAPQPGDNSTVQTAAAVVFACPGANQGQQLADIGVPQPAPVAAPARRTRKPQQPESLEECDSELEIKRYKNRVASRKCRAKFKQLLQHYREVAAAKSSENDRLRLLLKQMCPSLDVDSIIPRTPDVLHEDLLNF
# LYPLA1 counter: counter-screen for PME1 inhibitors: inhibitors of human LYPLA1; O75608; recombinant LYPLA1, FP-Rh probe fluorescence polarization; inhibition, % at 5.9 µM; hit rate 0.16% among 320,000;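 active means inhibition above the mean of all tested compounds plus 3 SD, set per campaign, cut at about 14% in these data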;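 further: inhibitors block serine hydrolase probe labeling of LYPLA1 so polarization falls; 0% = enzyme with DMSO and 100% = wells lacking LYPLA1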
# Target sequence (O75608 whole entry, looked up): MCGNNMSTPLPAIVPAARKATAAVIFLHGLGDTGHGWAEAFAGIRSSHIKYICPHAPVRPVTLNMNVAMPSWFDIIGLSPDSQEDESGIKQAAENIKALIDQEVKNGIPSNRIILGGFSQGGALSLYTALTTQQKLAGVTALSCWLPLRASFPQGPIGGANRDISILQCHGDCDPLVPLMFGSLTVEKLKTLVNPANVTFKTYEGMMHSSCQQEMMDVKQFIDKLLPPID
# PAFAH2 FP inh: PAFAH2 (human) inhibition. AID 492956. recombinant PAFAH2, FP-rhodamine activity probe, fluorescence polarization. hit rate 0.99% among 340,000. inhibition, % at 3.39 µM. Q99487;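 active means inhibition above the mean over all tested compounds plus 3 SD, cut at about 30% in these data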;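 further: inhibitors block probe labeling of enzyme so polarization drops; 0% = enzyme with DMSO and 100% = wells lacking PAFAH2 protein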
# PREPL inhibitor: inhibitors of human prolyl oligopeptidase-like enzyme PREPL. Q4J6C6. hit rate 0.68% among 320,000. recombinant PREPL, fluorescence polarization activity-based probe. inhibition, % at 5.96 µM; in the data active means inhibition above about 43%;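 further: 0% = enzyme with DMSO and 100% = wells lacking enzyme; many of its hits are not listed in these tables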
# LYPLA2 inh: LYPLA2 (human) inhibition in PME1 counter-screen | O95372 | recombinant LYPLA2, FP-Rh probe fluorescence polarization | inhibition, % at 5.9 µM | hit rate 0.38% among 320,000 | AID 2177;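 active means inhibition above the screen-wide mean plus 3 SD, limit set per campaign, cut at about 26% in these data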;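 further: 0% = LYPLA2 with DMSO and 100% = wells lacking LYPLA2 enzyme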
# Active calls of the source: *; x = no result given.
SMILES,PAFAH1B3 FP inh,pPAFAH FP inh,PAFAH1B2 inh,EBNA-1 inh,ZTA DNA inh,LYPLA1 counter,PAFAH2 FP inh,PREPL inhibitor,LYPLA2 inh
COc1ccc(C2(C)NC(=O)N(CC(=O)NCC(=O)Nc3ccc(F)c(F)c3F)C2=O)cc1OC (configuration not stated),6,1,4,x,x,x,-3,-3,x
CCOC(=O)C1CCN(Cc2ccc(F)c(Br)c2)CC1,3,-2,3,3,9,0,-2,8,1
O=C(Nc1ccccc1)N1CCCC1,10,-1,1,1,3,-3,-2,4,0
O=C(Nc1ccccc1)N1CCCC2CCCCC21 (configuration not stated),7,-6,0,11,7,-4,2,28,-4
O=C(Nc1ccc(-c2ccc3nncn3n2)cc1)C1CCCCC1,1,4,-1,6,-8,-2,7,13,13
CCCNc1ccc(S(=O)(=O)N(CC)CC)cn1,4,0,1,5,5,2,7,-3,1
CC(=O)c1cccc(NC(=O)c2ccc(CN3CCc4ccccc4C3)cc2)c1,-3,2,-1,11,-14,-2,-2,-19,6
CCOc1ccccc1-c1nnc(SCC(=O)Nc2ccccc2)o1,5,-2,-2,8,4,3,5,-24,4
COCCn1cnc2c1c(=O)[nH]c(=O)n2Cc1ccccc1,3,5,6,10,14,0,-6,7,-1
CCOC(=O)Cc1csc(NC(=O)CSc2nnc(Cc3csc(N)n3)n2C)n1,0,3,2,5,-8,1,-4,0,-1
Cc1ccc(N2CC(C(=O)N3CCN(c4ccccc4)CC3)CC2=O)cc1 (configuration not stated),-1,-1,1,-19,-2,1,8,20,-1
COc1ccc(C(=O)Cc2ccc(OC)c(OC)c2)cc1,6,1,2,5,10,0,-7,7,4
COc1c(F)c(F)c(C(=O)O)c(Nc2ccccc2)c1F,3,-1,7,-12,1,0,3,10,0
COc1ccc(NC(=O)CSc2nc3ccccc3nc2N2CCCC2)c(OC)c1,-3,0,2,-12,-7,-1,1,2,-3
COC(=O)c1ccc(-c2ccco2)n1Cc1nc(-c2ccc(OC)c(OC)c2)oc1C,5,-2,1,1,0,1,0,-14,-4
C=CCNc1nc(C(=O)OCC(=O)c2ccccc2)cs1,4,20,0,-5,-5,1,6,17,-3
CS(=O)(=O)c1ccc2nc(NC(=O)Nc3ccc(Cl)cc3)sc2c1,-23,1,-18,10,10,-7,-25,0,0
COc1ccc(NS(=O)(=O)c2cccc(Cl)c2)cc1S(=O)(=O)N1CCCCC1,1,3,3,0,-8,2,3,-5,2
c1ccc(-c2cc(-c3nnco3)c3ccccc3n2)nc1,3,-4,3,-8,-9,-2,4,-4,0
C=CCSc1nnc(-c2ccccc2NC(=O)CC)c(=O)[nH]1,2,1,1,11,13,-1,3,2,0
Cc1nn(CCCC(=O)NCCc2ccccc2)c(=O)c2nccn12,-9,5,2,-18,-17,-3,1,15,-2
COC(=O)CSc1nc2c(c(=O)n(C)c(=O)n2C)n1CCC(C)C,9,-4,-3,-1,5,3,0,7,-1
COc1ccc(Cl)cc1/C=C/c1ccc2cccc(O)c2n1,3,2,-1,-4,-11,-6,-7,7,-4
Cc1cccc(OCC(=O)Nc2cccc(C(=O)NCC(C)C)c2)c1,6,3,6,4,9,-5,2,-2,9

# Complete entries as entered above.
# Profile of COc1c(F)c(F)c(C(=O)O)c(Nc2ccccc2)c1F : PAFAH1B3 FP inh = 3; pPAFAH FP inh = -1; PAFAH1B2 inh = 7; EBNA-1 inh = -12; ZTA DNA inh = 1; LYPLA1 counter = 0; PAFAH2 FP inh = 3; PREPL inhibitor = 10; LYPLA2 inh = 0
# Profile of c1ccc(-c2cc(-c3nnco3)c3ccccc3n2)nc1 : PAFAH1B3 FP inh = 3; pPAFAH FP inh = -4; PAFAH1B2 inh = 3; EBNA-1 inh = -8; ZTA DNA inh = -9; LYPLA1 counter = -2; PAFAH2 FP inh = 4; PREPL inhibitor = -4; LYPLA2 inh = 0

# Following part
SMILES,PAFAH1B3 FP inh,pPAFAH FP inh,PAFAH1B2 inh,EBNA-1 inh,ZTA DNA inh,LYPLA1 counter,PAFAH2 FP inh,PREPL inhibitor,LYPLA2 inh
Cc1cccc(NC(=O)CCC(=O)N/N=C/c2cccnc2)c1,3,3,4,7,-7,-4,12,3,3
COc1ccc2oc(=O)c(C(C)=O)cc2c1,3,4,-3,-3,-11,1,-3,2,9
Cc1nn(CC(=O)N2CCN(C(=O)c3ccco3)CC2)c(C)c1[N+](=O)[O-],8,1,11,x,x,x,-3,7,x
COc1ccc(S(=O)(=O)NCc2ccccn2)c(C)c1C,5,1,0,-1,0,1,2,6,6
CCc1ccc(CN2CCCC(C(=O)Nc3ccccc3-c3ccc(OC)cc3)C2)o1 (configuration not stated),2,-1,-4,3,-1,1,-1,4,6
COc1ccc(CN2CCNC(=O)C2CC(=O)NC2Cc3ccccc3C2)c(OC)c1 (configuration not stated),6,1,-2,-2,12,-1,-3,14,1
COc1ccccc1-c1nnc(SCC(=O)c2c(N)n(C3CC3)c(=O)[nH]c2=O)n1C,-5,-1,-5,x,-2,-5,3,5,-2
Cc1ccc2nc(SCC(=O)NCc3cccs3)c(C#N)cc2c1,1,-1,-1,33*,5,-3,4,-12,1
Cc1c(C(=O)c2ccccc2)c(=O)n(C)c(=O)n1C,4,-1,1,17,-11,0,0,20,4
CCCCCCNc1cc(C)oc(=O)c1C(C)=O,18,5,3,0,-20,-1,-3,0,7
CC(C)OCCCNC(=O)c1ccccc1NC(=O)C1=CSCCO1,-3,1,4,8,12,3,0,-1,-2
O=C(Cn1ncn2c(cc3ccccc32)c1=O)NCCCc1ccccc1,2,2,-2,7,-1,-2,-7,-12,-1
COc1ccccc1C(=O)N/C(=C\c1cn(S(=O)(=O)N(C)C)c2ccccc12)C(=O)N1CCCCC1,2,1,2,9,0,1,1,3,-1
Cc1ccc(S(=O)(=O)c2nc(S(C)(=O)=O)sc2NCc2ccc3c(c2)OCO3)cc1,8,3,2,-6,-23,-1,-1,0,4
CCN(CC(=O)NC(=O)NCc1ccco1)Cc1nc2ccccc2c(=O)[nH]1,7,-3,2,-2,-8,1,8,6,5
CN(CCOc1ccccc1)Cc1nc2cc(Cl)ccc2c(=O)[nH]1,14,3,-1,3,9,1,3,1,-2
CCOC(=O)N1CCN(C(=O)CSc2nc3c([nH]c4ccccc43)c(=O)n2CC)CC1,6,5,-2,8,-7,4,1,2,7
COc1cccc(CN2CCCC(N3CCc4ccccc4C3)C2)c1O (configuration not stated),4,6,0,-15,-15,5,4,-1,7
COc1cc(C)ccc1OCc1cc(C(=O)N(Cc2c(C)nn(C)c2C)C2CC2)no1,-1,0,4,-7,4,-3,13,1,-4
C[C@H](NC(=O)[C@@H]1Cc2ccccc2CN1)C(=O)NC[C@H]1CC[C@H](C(=O)O)CC1,7,-11,1,-13,7,1,6,14,-10
C#CCOCCOCCOCCNc1nc(N2CCN(C(=O)C([C@@H](C)CC)n3cc(C(N)COC(=O)C(F)(F)F)nn3)CC2)nc(N2CCN(C(=O)[C@H](CCCCN)n3cc(C(N)[C@H](C)CC)nn3)CC2)n1 (some centres not stated),x,0,x,2,8,-3,x,16,4
O=C(COC(=O)/C=C/c1ccc(C(F)(F)F)cc1)NC1CC1,5,-1,3,-15,10,-1,18,17,0
COc1ccc(C(=O)OCc2ccccc2F)cc1S(=O)(=O)N1CCCC1,-2,10,8,x,-16,-1,5,15,5
CN(CCc1cnn(C)c1)Cc1nc(Cc2ccccc2)no1,11,5,2,-3,-16,2,2,2,7
Cc1ccc(S(=O)(=O)NCC(=O)NCc2cc(=O)n(C)c(=O)n2C)cc1,11,-2,-3,0,-3,-2,-5,15,8
Cc1cc(=O)oc2cc(OCC(=O)NCc3ccncc3)ccc12,4,9,3,-5,-1,5,14,15,6
CC(=O)N1CCc2cc(S(=O)(=O)NCCC3=CCCCC3)ccc21,-8,7,10,-5,-6,1,11,-11,10
Cc1nc(N2CCN(C)CC2)c2sc(=S)n(C)c2n1,1,2,-2,6,-8,3,3,-1,-1
CCc1ccc(C(=O)NNC(=O)CN2C(=O)NC3(CCCC3)C2=O)cc1,3,5,8,x,-5,3,3,4,4
COc1cccc(C(c2sc3nc(C)nn3c2O)N2CCN(C(=O)c3ccco3)CC2)c1 (configuration not stated),-4,-2,6,-2,-1,-1,6,9,7
Cc1ccc(NNC(=O)c2c(C)noc2C)cc1Cl,1,1,9,-11,-10,2,8,8,-1
CC(=O)Nc1ccc(S(=O)(=O)NCC(=O)Nc2ccc3c(c2)OCO3)cc1,14,3,7,x,x,x,5,11,x
O=C(O)c1cc2c(cc1NC(=O)c1ccccc1OC(F)F)OCCCO2,2,4,5,-1,2,0,9,0,4
O=C(Nc1ccc(Cl)cc1)Nc1nnc(CSCc2ccccc2Cl)s1,-6,-5,-1,2,-1,-1,-13,1,-1
O=C(CSc1cccc[n+]1[O-])NC1CCCCCCC1,10,1,2,5,0,2,5,14,4
Cc1ccc(CSc2nc3ccccc3c(=O)n2C)cc1,8,-1,6,12,6,-3,-1,1,-10
O=C(COC(=O)c1c(Cl)ccc(Cl)c1Cl)NC1CCS(=O)(=O)C1 (configuration not stated),1,6,2,2,5,0,5,8,-2
CC(C)(C)c1ccc(C(=O)N2CCN(c3ccc(N4CCOCC4)nn3)CC2)cc1,3,3,10,-6,-8,3,3,3,19
COC(=O)c1ccc(OC(=O)c2cnccn2)cc1,8,7,6,-16,6,-3,-4,-1,-3
CCC(=O)Nc1ccc(Oc2ccc3c(c2)C(=O)NC3=O)cc1,-3,4,-4,7,-9,0,-6,5,8
CC(C)CCC(C)NC(=O)c1ccc2nccnc2c1 (configuration not stated),9,5,3,1,9,3,11,16,3
CC(C(=O)NC(=O)NC1CCCCC1)N(C)CC(=O)Nc1ccc(F)c(F)c1F (configuration not stated),7,3,5,8,0,1,9,1,3
O=C(Nc1ccc2c(c1)Cc1ccccc1-2)c1ccc(Br)o1,0,1,1,15,-8,-3,1,4,-3
O=C(Nc1ccc(Br)cc1)C(c1ccccc1)c1ccccc1,10,-3,-2,-5,2,2,3,14,6
O=[N+]([O-])c1ccc(NCCNCCOc2nonc2-c2ccccc2)c([N+](=O)[O-])c1,1,1,3,-9,3,-2,-5,-58,-6
CC1CCCC(NC(=O)c2cc(S(=O)(=O)N3CCCCC3)ccc2Cl)C1C (configuration not stated),2,3,15,x,-1,0,7,2,1
CC(C)OC(=O)C1CC=CCC1C(=O)Nc1ccc(Cl)cc1 (configuration not stated),1,1,1,-1,9,1,-3,-3,5
COCCNC(=O)Cn1cc2c(n1)CCCCC2,-2,2,-1,-6,5,-1,-2,-2,-8
O=C(Nc1cccc(Cl)c1)O/N=C\c1ccncc1,1,-2,3,5,-4,0,-2,8,-1
COc1ccccc1N1CCN(C(=O)c2onc(C)c2Cl)CC1,4,2,4,-1,-14,-2,0,16,7
CCOc1ccc(N=C2SCCCN2C(=O)c2c(CC)noc2C)cc1,9,1,3,-7,-7,4,5,6,-3
Cc1ccc(S(=O)(=O)NC2(C(F)(F)F)NC(=O)N(c3ccc(F)cc3)C2=O)cc1 (configuration not stated),1,-3,6,0,-6,-5,-5,3,-7
Cc1ccc(C(=O)OCC(=O)c2c(N)n(C)c(=O)n(C)c2=O)cc1S(=O)(=O)N1CCOCC1,1,0,-3,x,3,-3,3,10,0
CC1CCCC(N2CCN(C(=O)c3ccccc3F)CC2)C1 (configuration not stated),5,2,3,0,2,1,1,11,6
Cc1ccc(S(=O)(=O)N(C)c2ccc(OCC(=O)OCC(=O)N(CC#N)c3ccccc3)cc2)cc1,7,10,3,-3,10,-2,0,9,-1
OCCN1CCN(c2nc3ccccc3nc2-c2ccccc2)CC1,3,3,1,-10,-21,5,0,8,12

# EBNA-1 inh, entries above that show a hit
molecule | PAFAH1B3 FP inh | pPAFAH FP inh | PAFAH1B2 inh | EBNA-1 inh | PAFAH2 FP inh | PREPL inhibitor
Cc1ccc2nc(SCC(=O)NCc3cccs3)c(C#N)cc2c1 | 1 | -1 | -1 | 33* | 4 | -12

# Only part of the results is shown. The share of hits here may be higher or lower than overall.
